ABCB1 block: human ABCB1 inhibition, ABCG2 as counter-screen; CCRF-Adr cells, JC-1 efflux, flow cytometry; inhibition, % at 6.6 µM; 0.067% of 190,000 active; AID 1326; in the data active means inhibition above about 40%;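 further: 0% = vehicle and 100% = reference inhibitor; higher value means more JC-1 retained so stronger ABCB1 efflux block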
ABCG2 inh: blocks JC-1 efflux by human ABCG2 transporter; inhibition, % at 6.6 µM; AID 1325; IgMXP3 cells, flow cytometry; 0.1% of 190,000 active;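 active means inhibition above 80%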;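 further: 0% = DMSO and 100% = nicardipine control wells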
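Incubation: cells with compound and JC-1, 10 min at 25 °C, rotating, no wash / Test system: IgMXP3 (ABCG2) plus far-red-tagged CCRF-Adr (ABCB1) cells / Compound dosing: one concentration, 6.6 µM final / Also added: JC-1 fluorescent substrate / Evaluation: efflux inhibition in percent versus controls / Detection: flow cytometry, 530 nm JC-1 signal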
Rac1 act GTP bind: modulators of GTP binding to human Rac1 activated mutant | P63000 | GST-Rac1 activated beads, fluorescent GTP binding, flow cytometry; actives lie on both sides; 100% means binding = to untreated wells | percent activity (GTP binding), % at 10 µM | 0.11% of 190,000 active;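 active means GTP binding at least 20 percentage points away from the 100% baseline, in either direction, so actives lie on both sides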
Pf gametocyte: inhibitors of late stage P. falciparum gametocyte viability; AID 743093; inhibition, % at 10.9 µM; P. falciparum stage V gametocytes, ATP luminescence, 24 h; 0.065% of 150,000 active;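 active means inhibition above the mean plus 3 SD of compounds within the control limits, set per campaign, cut at about 38% in these data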;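 further: 0% = DMSO wells and 100% = medium only without gametocytes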
Rab2A wt mod: changes GTP binding to wildtype dog Rab2A, up or down. GST-Rab2 wt beads, Bodipy-GTP binding, flow cytometry. P61105. 0.19% of 190,000 active. GTP binding activity, % at 10 µM;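 active means GTP binding activity at least 20 points away from 100%, either lowered or raised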;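 further: 0% = beads with excess unlabeled GTP and 100% = no-compound control corrected for plate trend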
Rab7 wt modul: dog Rab7 wildtype GTP binding, inhibitors and activators. GST-Rab7 beads, fluorescent GTP binding, flow cytometry; actives lie on both sides; untreated = 100%, excess cold GTP = 0%. GTP binding activity (percent of control), % at 10 µM. 0.055% of 190,000 active;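 active means fluorescent GTP binding to Rab7 beads changed by at least 20 points from the 100% baseline, either direction, mostly lower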;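 further: median green fluorescence of bound Bodipy-FL-GTP per Rab7 bead population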
Mcl1 Noxa PPI: Mcl-1/Noxa interaction inhibition | Q07820 | TR-FRET Mcl-1/Noxa peptide binding, 2 h | inhibition, % at 21.7 µM | 1.5% of 220,000 active;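 active means compounds that cut the protein-peptide binding signal by more than 50% relative to plate controls in a single-dose test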;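 further: His-tagged Mcl-1 with rhodamine Noxa BH3 peptide and terbium anti-His antibody; 0% = Mcl-1 plus Noxa peptide wells and 100% = peptide-only wells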
Target sequence (Q07820 whole entry, looked up): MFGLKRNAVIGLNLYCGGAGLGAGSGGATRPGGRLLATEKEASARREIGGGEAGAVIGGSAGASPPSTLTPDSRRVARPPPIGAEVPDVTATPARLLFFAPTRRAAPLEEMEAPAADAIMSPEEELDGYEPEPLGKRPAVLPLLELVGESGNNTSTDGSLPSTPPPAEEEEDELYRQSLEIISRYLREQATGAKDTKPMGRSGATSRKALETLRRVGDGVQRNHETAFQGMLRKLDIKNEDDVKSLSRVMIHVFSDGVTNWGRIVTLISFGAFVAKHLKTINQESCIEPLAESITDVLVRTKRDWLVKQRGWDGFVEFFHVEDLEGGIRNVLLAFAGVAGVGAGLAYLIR
Avidin bead fluor: compound fluoresces at 488/530 nm on avidin beads; compound fluorescence 488/530 nm, flow cytometry; active compounds read high; 0.38% of 220,000 active; fluorescence (KMESF) at 10 µM; in the data active means fluorescence above about 47; further: inactives centre near 10
Cdc42 wt GTP: modulators (inhibitors or activators) of GTP binding to human Cdc42 wildtype | GST-Cdc42 beads, Bodipy-GTP binding, flow cytometry; actives lie on both sides | AID 761 | percent activity (GTP binding), % at 10 µM | P60953 | 0.2% of 190,000 active;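 active means percent activity GTP binding at least 20 points away from the 100% baseline, either down as inhibitor or up as activator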;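 further: median bead fluorescence of bound Bodipy-FL-GTP at 100 nM; 0% = excess unlabeled GTP control and 100% = no compound control; below 100% means less GTP binding so inhibitor and above means activator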
Target sequence (P60953 whole entry, looked up): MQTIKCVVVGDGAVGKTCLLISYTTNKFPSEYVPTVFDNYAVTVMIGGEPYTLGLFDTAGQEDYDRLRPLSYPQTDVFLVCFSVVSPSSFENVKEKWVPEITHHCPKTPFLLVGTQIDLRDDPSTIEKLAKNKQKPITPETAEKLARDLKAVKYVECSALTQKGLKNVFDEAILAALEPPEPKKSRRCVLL
Rac1 wt GTP bind: human Rac1 wildtype GTP binding, inhibitors and activators. P63000. GST-Rac1 beads, fluorescent GTP binding, flow cytometry; actives lie on both sides; 0 = cold GTP competed, 100 = untreated. GTP binding activity (% of control), % at 10 µM. 0.27% of 190,000 active;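 active means GTP binding activity at least 20 points away from the 100% control level, either lower or higher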
HRas wt GTP: human HRas wildtype GTP binding, change in either direction | P01112 | GST-Ras wt beads, Bodipy-FL-GTP binding, flow cytometry; actives lie on both sides | GTP binding activity, % at 10 µM | 0.14% of 190,000 active;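 active means GTP binding activity at least 20% away from the 100% baseline, either lowered as inhibitor or raised as activator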;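 further: 0% = unlabeled GTP competition control and 100% = no-compound control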
Target sequence (P01112 whole entry, looked up): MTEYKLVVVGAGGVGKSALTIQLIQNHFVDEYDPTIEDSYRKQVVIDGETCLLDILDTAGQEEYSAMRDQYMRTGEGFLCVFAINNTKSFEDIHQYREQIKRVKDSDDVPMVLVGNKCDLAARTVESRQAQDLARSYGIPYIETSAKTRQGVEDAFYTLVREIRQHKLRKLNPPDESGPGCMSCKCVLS
Starred values were filed as active, the others as inactive. Compounds were not picked by outcome; overall some 2.3% were active at least once.

For COc1ccc(N2C(=O)C(CC(=O)Nc3ccc(F)cc3)N(CCc3cccs3)C2=O)cc1 (centres undefined) the results were ABCB1 block 1.0, ABCG2 inh 10, Rac1 act GTP bind 100, Pf gametocyte -4, Rab2A wt mod 101, Rab7 wt modul 99, Mcl1 Noxa PPI 15, Avidin bead fluor 7, Cdc42 wt GTP 97, Rac1 wt GTP bind 101 and HRas wt GTP 100.
Screening Cc1cccc(NC(=O)CSc2ncnc3nc[nH]c23)c1 returned ABCB1 block -1.3, ABCG2 inh 45, Rac1 act GTP bind 100, Rab2A wt mod 98, Rab7 wt modul 97, Mcl1 Noxa PPI -14, Avidin bead fluor 11, Cdc42 wt GTP 104, Rac1 wt GTP bind 106 and HRas wt GTP 99.
For Cc1cccc(CC(=O)N2CCN=C2SCc2ccc([N+](=O)[O-])cc2)c1 the results were ABCB1 block 1.6, ABCG2 inh 34, Rac1 act GTP bind 100, Rab2A wt mod 100, Rab7 wt modul 98, Mcl1 Noxa PPI 5, Avidin bead fluor 13, Cdc42 wt GTP 101, Rac1 wt GTP bind 103 and HRas wt GTP 99.
Screening CCCCC(NC(C)=O)c1nc2ccccc2[nH]1 (centres undefined) returned ABCB1 block -2.4, ABCG2 inh -2, Rac1 act GTP bind 98, Rab2A wt mod 102, Rab7 wt modul 101, Mcl1 Noxa PPI 5, Avidin bead fluor 10, Cdc42 wt GTP 103, Rac1 wt GTP bind 104 and HRas wt GTP 101.
For O=C(CSc1nc2ccccc2c(=O)n1-c1ccccc1)N1CCCC1 the results were ABCB1 block 1.0, ABCG2 inh 2, Rac1 act GTP bind 101, Pf gametocyte -2, Rab2A wt mod 100, Rab7 wt modul 100, Mcl1 Noxa PPI -5, Avidin bead fluor 33, Cdc42 wt GTP 102, Rac1 wt GTP bind 104 and HRas wt GTP 102.
Screening Cc1cc(C(=O)COC(=O)c2ccc(N)cc2)c(C)n1-c1c(C)n(C)n(-c2ccccc2)c1=O returned ABCB1 block 0.6, ABCG2 inh 3, Rac1 act GTP bind 97, Pf gametocyte -21, Rab2A wt mod 96, Rab7 wt modul 95, Mcl1 Noxa PPI 4, Avidin bead fluor 10, Cdc42 wt GTP 98, Rac1 wt GTP bind 99 and HRas wt GTP 97.
Screening Cc1ccc(OCCNC(=O)c2ccccc2N)cc1 returned ABCB1 block 0.2, ABCG2 inh 1, Rac1 act GTP bind 99, Rab2A wt mod 102, Rab7 wt modul 99, Mcl1 Noxa PPI 5, Avidin bead fluor 22, Cdc42 wt GTP 103, Rac1 wt GTP bind 106 and HRas wt GTP 102.
COc1ccc2[nH]c(=O)c(CN(CCO)C(=O)c3ccccc3F)cc2c1 was read as ABCB1 block 0.0, ABCG2 inh -1, Rac1 act GTP bind 99, Rab2A wt mod 103, Rab7 wt modul 100, Mcl1 Noxa PPI 11, Avidin bead fluor 9, Cdc42 wt GTP 104, Rac1 wt GTP bind 105 and HRas wt GTP 104.
Screening N#Cc1cccc(NCC(=O)Nc2ccc3c(c2)OCCO3)c1 returned ABCB1 block -0.1, ABCG2 inh 2, Rac1 act GTP bind 93, Pf gametocyte -14, Rab2A wt mod 97, Rab7 wt modul 103, Mcl1 Noxa PPI 17, Avidin bead fluor 23, Cdc42 wt GTP 94, Rac1 wt GTP bind 94 and HRas wt GTP 96.
O=C(NCCCN1CCOCC1)Nc1ccc(Cc2ccc(NC(=O)NCCCN3CCOCC3)cc2)cc1 was read as ABCB1 block -0.5, ABCG2 inh -2, Rac1 act GTP bind 98, Pf gametocyte -20, Rab2A wt mod 97, Rab7 wt modul 93, Mcl1 Noxa PPI 31, Avidin bead fluor 2, Cdc42 wt GTP 99, Rac1 wt GTP bind 102 and HRas wt GTP 97.
For Cn1c(N2CCC(C(N)=O)CC2)nc2c1c(=O)n(Cc1ccc(Cl)cc1)c(=O)n2C the results were ABCB1 block 0.4, ABCG2 inh 1, Rac1 act GTP bind 101, Pf gametocyte 16, Rab2A wt mod 100, Rab7 wt modul 101, Mcl1 Noxa PPI 15, Avidin bead fluor 5, Cdc42 wt GTP 103, Rac1 wt GTP bind 102 and HRas wt GTP 102.
Screening COc1ccc(NC(=O)C(CC(C)C)NC(=O)c2ccccc2C)cn1 (centres undefined) returned ABCB1 block 0.6, ABCG2 inh 3, Rac1 act GTP bind 99, Rab2A wt mod 97, Rab7 wt modul 96, Mcl1 Noxa PPI 3, Avidin bead fluor 22, Cdc42 wt GTP 96, Rac1 wt GTP bind 97 and HRas wt GTP 98.
Screening COc1ccc(-c2cn[nH]c2N)c(OC)c1 returned ABCB1 block 1.7, ABCG2 inh 2, Rac1 act GTP bind 95, Pf gametocyte -1, Rab2A wt mod 98, Rab7 wt modul 99, Mcl1 Noxa PPI 3, Avidin bead fluor 16, Cdc42 wt GTP 96, Rac1 wt GTP bind 93 and HRas wt GTP 98.
`CCN(C(=O)CN1CC(C)OC(C)C1)c1c(N)n(Cc2ccccc2)c(=O)[nH]c1=O` (centres undefined) gave ABCB1 block -0.1, ABCG2 inh -1, Rac1 act GTP bind 98, Rab2A wt mod 99, Rab7 wt modul 99, Mcl1 Noxa PPI -5, Avidin bead fluor 14, Cdc42 wt GTP 99, Rac1 wt GTP bind 99 and HRas wt GTP 98.
`COC(=O)CCCCCc1ccc(C(C)=O)s1` gave ABCB1 block 0.4, ABCG2 inh 2, Rac1 act GTP bind 100, Rab2A wt mod 102, Rab7 wt modul 106, Mcl1 Noxa PPI -1, Avidin bead fluor 11, Cdc42 wt GTP 101, Rac1 wt GTP bind 106 and HRas wt GTP 104.
For COc1ccc(-c2c(C#N)c(N)nc3c2c(=O)n(C)c(=O)n3C)cc1 the results were ABCB1 block 1.1, ABCG2 inh 16, Rac1 act GTP bind 104, Rab2A wt mod 104, Rab7 wt modul 99, Mcl1 Noxa PPI 5, Avidin bead fluor 6, Cdc42 wt GTP 101, Rac1 wt GTP bind 111 and HRas wt GTP 104.
For Cc1cc(C(=O)N/N=C/c2ccc(-c3ccccc3Cl)o2)n[nH]1 the results were ABCB1 block -1.3, ABCG2 inh -11, Rac1 act GTP bind 93, Pf gametocyte -5, Rab2A wt mod 92, Rab7 wt modul 96, Mcl1 Noxa PPI 48, Avidin bead fluor 11, Cdc42 wt GTP 92, Rac1 wt GTP bind 84 and HRas wt GTP 93.
Cc1sc(C(=O)NCc2cccnc2)c2nc(C)n(CC(=O)NCc3cccnc3)c(=O)c12 was read as ABCB1 block 0.8, ABCG2 inh 0, Rac1 act GTP bind 97, Pf gametocyte -3, Rab2A wt mod 102, Rab7 wt modul 102, Mcl1 Noxa PPI 4, Avidin bead fluor 13, Cdc42 wt GTP 98, Rac1 wt GTP bind 101 and HRas wt GTP 100.
`O=c1ccc(-c2nc3ccccc3n2Cc2ccccc2Cl)c[nH]1` gave ABCB1 block 0.9, ABCG2 inh 2, Rac1 act GTP bind 99, Pf gametocyte -5, Rab2A wt mod 97, Rab7 wt modul 103, Mcl1 Noxa PPI 7, Avidin bead fluor 7, Cdc42 wt GTP 98, Rac1 wt GTP bind 105 and HRas wt GTP 100.
`Cc1nn2c(C)nc3sc4c(c3c2nc1=O)CC(C)(C)OC4` gave ABCB1 block -0.1, ABCG2 inh 0, Rac1 act GTP bind 95, Rab2A wt mod 94, Rab7 wt modul 92, Mcl1 Noxa PPI 5, Avidin bead fluor 27, Cdc42 wt GTP 98, Rac1 wt GTP bind 95 and HRas wt GTP 95.
For O=c1cnc(-c2ccc(Cl)cc2)cn1O the results were ABCB1 block 0.1, ABCG2 inh 1, Rac1 act GTP bind 92, Pf gametocyte -20, Rab2A wt mod 94, Rab7 wt modul 100, Mcl1 Noxa PPI -16, Avidin bead fluor 10, Cdc42 wt GTP 94, Rac1 wt GTP bind 95 and HRas wt GTP 94.
Screening CC(=O)COC(=O)CCc1nc2ccccc2[nH]c1=O returned ABCB1 block -0.2, ABCG2 inh 0, Rac1 act GTP bind 101, Pf gametocyte 10, Rab2A wt mod 106, Rab7 wt modul 105, Mcl1 Noxa PPI -4, Avidin bead fluor 34, Cdc42 wt GTP 108, Rac1 wt GTP bind 107 and HRas wt GTP 105.
`Cc1ccc(N2C(=S)NC3c4ccccc4OC2(C)C3C(=O)N(C)C)cc1` (centres undefined) gave ABCB1 block -1.1, ABCG2 inh 1, Rac1 act GTP bind 98, Pf gametocyte 25, Rab2A wt mod 96, Rab7 wt modul 95, Mcl1 Noxa PPI -13, Avidin bead fluor 16, Cdc42 wt GTP 101, Rac1 wt GTP bind 101 and HRas wt GTP 98.
For O=C(Nc1ccc(F)cc1F)c1cc2n(n1)C(C(F)(F)F)C1CCCCC1N2 (centres undefined) the results were ABCB1 block 0.2, ABCG2 inh 3, Rac1 act GTP bind 97, Pf gametocyte 22, Rab2A wt mod 95, Rab7 wt modul 94, Mcl1 Noxa PPI -19, Avidin bead fluor 6, Cdc42 wt GTP 97, Rac1 wt GTP bind 96 and HRas wt GTP 98.
`COc1ccc2c(c1)oc(=O)c1cc(OC)ccc12` gave ABCB1 block 0.1, ABCG2 inh 8, Rac1 act GTP bind 94, Rab2A wt mod 97, Rab7 wt modul 103, Mcl1 Noxa PPI 20, Avidin bead fluor 6, Cdc42 wt GTP 96, Rac1 wt GTP bind 95 and HRas wt GTP 95.
COc1ccc(CC(=O)Nc2ccc(-c3cn4ccccc4n3)cc2)cc1OC was read as ABCB1 block 0.1, ABCG2 inh 0, Rac1 act GTP bind 95, Rab2A wt mod 97, Rab7 wt modul 99, Mcl1 Noxa PPI 11, Avidin bead fluor 9, Cdc42 wt GTP 98, Rac1 wt GTP bind 98 and HRas wt GTP 98.
Screening COc1ccc(-c2ccc(CCC(=O)O)n2Cc2ccco2)cc1 returned ABCB1 block 0.5, ABCG2 inh 3, Rac1 act GTP bind 91, Rab2A wt mod 93, Rab7 wt modul 99, Mcl1 Noxa PPI 14, Avidin bead fluor 12, Cdc42 wt GTP 93, Rac1 wt GTP bind 99 and HRas wt GTP 97.
For CC(C(=O)Nc1ccc2c(c1)OCCO2)N(C)Cc1c(F)cccc1Cl (centres undefined) the results were ABCB1 block 2.9, ABCG2 inh 23, Rac1 act GTP bind 95, Pf gametocyte 6, Rab2A wt mod 95, Rab7 wt modul 95, Mcl1 Noxa PPI 5, Avidin bead fluor 5, Cdc42 wt GTP 95, Rac1 wt GTP bind 100 and HRas wt GTP 95.
